# MRP resist rev – MRP-mediated drug resistance reversal; H69AR cells + 2 uM doxorubicin, CellTiter-Glo, 72 h; differential viability (reversal), % at 10 µM; actives 0.04% (n = 85,000);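 active = viability drop by adding the cancer drug above about 55%, with treated viability meeting a 40% cutoff, limit read from the data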;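 also: viability without doxorubicin minus viability with 2 µM doxorubicin for each compound; larger differential means the compound sensitizes cells more to doxorubicin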
# PLAP inhibition – inhibition of human placental alkaline phosphatase – biochemical, luminescence, HTS (AID 690) | purified PLAP, luminescent substrate; higher % means a stronger effect | inhibition, % at 20 µM; hits with a dose series show IC50 in µM | actives 0.08% (n = 96,000); in the data active = a potency from the dose series; inactive = the rest, 99 in 100 with inhibition below about 30%; also: strong numbers were not always called active
# Bcl-B TR3 displacers – displacers of TR3 peptide from Bcl-B, primary screen, selectivity assay for Bfl-1 inhibitor project, biochemical, fluorescence polarization; FP displacement of FITC-TR3 peptide from Bcl-B; higher % means a stronger effect; one-dose displacement, % at 20 µM; IC50 in µM for titrated hits; actives 0.11% (n = 96,000); AID 748;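 active = displacement above 50% at 20 µM plus a fluorescence interference ratio under 1.5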;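 also: plate controls were wells without compound for no effect and wells lacking Bcl-B protein for full effect; a part of the inactive calls stands beside numbers as strong as those of hits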
# NFkB transloc inh – blocks IL-1B driven NFkB nuclear translocation in HUVEC cells. actives 0.43% (n = 94,000). HUVEC IL-1B NFkB p65 nuclear translocation imaging. AID 796. inhibition, % at 2 µM;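 active = inhibition above about 30% together with a positive call from visual inspection of the well image, limit read from the data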;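 also: nuclear over cytoplasmic p65 intensity ratio measured by imaging; 0% = IL-1B stimulated DMSO wells and 100% = unstimulated DMSO wells; values of inactives mirror those of a sister screen read the other way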
# NFkB transloc pot – enhances IL-1B driven NFkB nuclear translocation | HUVEC IL-1B NFkB p65 nuclear translocation imaging | activation, % at 2 µM | actives 0.3% (n = 94,000) | AID 819;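 active = activation above 40%, about the mean plus 3 SD, also judged a hit on visual image review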;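 also: percent activation is computed from the nuclear over cytoplasmic p65 intensity ratio; values of inactives mirror those of a sister screen read the other way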
# MRP resist rev cytotoxicity – also measured in MRP resist rev; calls as there; viability, %; H69AR cells, CellTiter-Glo, 72 h; measured here: cytotoxicity without doxorubicin
# MRP resist rev with doxorubicin – also measured in MRP resist rev; calls as there; viability, %; measured here: viability with 2 uM doxorubicin; active compounds read low
# NFkB transloc inh cell count 2 µM – recorded beside NFkB transloc inh, whose call it bears; cell count; measured here: cells passing quality filter;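 raw number of nuclei counted in each imaged well without normalization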
# NFkB transloc pot cell count 2 µM – second read-out of NFkB transloc pot, no call of its own (marks repeat the call); cell count; measured here: cells passing quality filter
# Active calls of the source: *; x = not tested or not shown. This is a subset. The share of hits here may be higher or lower than overall.
SMILES,MRP resist rev,MRP resist rev cytotoxicity,MRP resist rev with doxorubicin,PLAP inhibition,Bcl-B TR3 displacers,NFkB transloc inh,NFkB transloc inh cell count 2 µM,NFkB transloc pot,NFkB transloc pot cell count 2 µM
COC(=O)c1ccc(NC(=O)CSc2nnc(-c3ccccc3)n2C)cc1,12,91,78,x,x,5,76,-5,76
O=c1[nH]c2ccccc2nc1C(F)(F)C(F)F,0,95,95,8%,1%,-2,101,2,101
NC(=O)C1CCN(C2CC(=O)N(c3cccc(F)c3)C2=O)CC1 (stereo not given),-25,101,126,8%,-9%,5,171,-5,171
COc1ccc(Br)cc1CNC(=O)C1CCN(S(=O)(=O)N2CCCC2)CC1,x,x,x,-20%,-19%,23,118,-23,118
O=C(NCCN1CCOCC1)c1cc2sccc2n1Cc1ccc(Cl)cc1,x,x,x,-60%,-3%,x,x,x,x
Cc1ccc(SCC(=O)Nc2cccc(C(=O)NC(C)(C)C)c2)cc1,x,x,x,18%,-4%,-6,132,6,132
Cn1nnnc1SCC(=O)N1CCN(c2ccccc2)CC1,9,96,87,-5%,-3%,-6,173,6,173
OCc1csc(=Nc2ccccc2)n1-c1ccccc1,-1,91,91,18%,-4%,5,72,-5,72
CCCn1c(SCC(=O)N2CCc3ccccc3C2)nc2c1c(=O)n(C)c(=O)n2C,x,x,x,-51%,-4%,-28,118,28,118
COc1ccc(/C=N/NC(=O)CCn2c3ccccc3c3ccccc32)cc1O,x,x,x,-50%,3%,10,117,-10,117
O=C(OCC(F)(F)F)c1cccc(COc2ccc3ccccc3c2)c1,x,x,x,36%,6%,4,159,-4,159
O=C(Nc1ccc2c(c1)OCCO2)c1ccc(NC(=O)C2CCCO2)cc1 (stereo not given),x,x,x,8%,-1%,15,139,-15,139

# Random excerpt: 2 compounds from above
SMILES,MRP resist rev,MRP resist rev cytotoxicity,MRP resist rev with doxorubicin,PLAP inhibition,Bcl-B TR3 displacers,NFkB transloc inh,NFkB transloc inh cell count 2 µM,NFkB transloc pot,NFkB transloc pot cell count 2 µM
COC(=O)c1ccc(NC(=O)CSc2nnc(-c3ccccc3)n2C)cc1,12,91,78,x,x,5,76,-5,76
O=C(Nc1ccc2c(c1)OCCO2)c1ccc(NC(=O)C2CCCO2)cc1 (stereo not given),x,x,x,8%,-1%,15,139,-15,139

# An excerpt of these results, with bars between the fields:
Structure | MRP resist rev | MRP resist rev cytotoxicity | MRP resist rev with doxorubicin | PLAP inhibition | Bcl-B TR3 displacers | NFkB transloc inh | NFkB transloc inh cell count 2 µM | NFkB transloc pot | NFkB transloc pot cell count 2 µM
COC(=O)c1ccc(NC(=O)CSc2nnc(-c3ccccc3)n2C)cc1 | 12 | 91 | 78 | x | x | 5 | 76 | -5 | 76
O=c1[nH]c2ccccc2nc1C(F)(F)C(F)F | 0 | 95 | 95 | 8% | 1% | -2 | 101 | 2 | 101
NC(=O)C1CCN(C2CC(=O)N(c3cccc(F)c3)C2=O)CC1 (stereo not given) | -25 | 101 | 126 | 8% | -9% | 5 | 171 | -5 | 171
COc1ccc(Br)cc1CNC(=O)C1CCN(S(=O)(=O)N2CCCC2)CC1 | x | x | x | -20% | -19% | 23 | 118 | -23 | 118

# (continued)
SMILES,MRP resist rev,MRP resist rev cytotoxicity,MRP resist rev with doxorubicin,PLAP inhibition,Bcl-B TR3 displacers,NFkB transloc inh,NFkB transloc inh cell count 2 µM,NFkB transloc pot,NFkB transloc pot cell count 2 µM
Nc1nc(CSc2ncccn2)nc(Nc2ccccc2)n1,2,102,101,-16%,-5%,-18,65,18,65
Cc1onc(-c2c(Cl)cccc2Cl)c1C(=O)c1c[nH]c(C(=O)NC2CC2)c1,x,x,x,-57%,2%,4,100,-4,100
O=C(Oc1ccccc1OC(=O)N1CCOCC1)N1CCOCC1,8,102,94,-3%,5%,-8,195,7,195
CN(CCOC(=O)c1ccc2c(c1)OCCO2)Cc1ccccc1,-6,99,105,-45%,-10%,8,183,-8,183
CN1CCN(Cc2cc(=O)oc3ccc(Cl)cc23)CC1,11,103,92,8%,-1%,-3,83,3,83
Cc1csc(SC(C)C(=O)Nc2ccc(Cl)cn2)n1 (stereo not given),22,103,81,-5%,12%,-13,150,13,150
CCCNC(=O)CSc1nc(-c2cccs2)cc(C(F)(F)F)n1,14,88,74,2%,6%,22,159,-22,159
CC(C)C(=O)Nc1cccc(C(=O)Nc2nccs2)c1,12,106,94,-33%,-1%,-12,195,12,195
Cc1ccc(-n2ncc3c(N4CCN(c5ccccc5)CC4)ncnc32)c(C)c1,9,44,35,-5%,-11%,-1,163,1,163
O=C(CCN1C(=O)/C(=C/C=C/c2ccccc2)SC1=S)Nc1nccs1,x,x,x,5%,-79%,-4,173,4,173
Cn1nnc2cc(C(=O)NC3CCCCC3)ccc21,-23,73,95,18%,-8%,-12,134,12,134
CCCCNC(=O)CSc1cc(=O)n(C)c2ccccc12,-5,89,94,16%,-10%,-6,87,6,87
O=C(C1CCCN(S(=O)(=O)c2cnc[nH]2)C1)N1CC(=O)N(CCc2ccccc2)C(=O)C1 (stereo not given),12,99,86,2%,0%,0,61,0,61
Cc1n[nH]c(C)c1S(=O)(=O)N1CCN(C(=O)c2ccco2)CC1,3,107,105,-1%,-1%,-2,116,2,116
CCOc1ccc2nc3c(cc2c1)CN(CCOC)C(=NCCOC)S3,-13,62,75,-14%,2%,-2,172,2,172
O=C(NCc1ccco1)c1c2c(nc3ccccc13)CCC2,2,91,89,-49%,16µM*,x,x,x,x
CCC(C)C(=O)Nc1nc(C)c(-c2csc(Nc3ccc(Cl)cc3)n2)s1 (stereo not given),x,x,x,-2%,-5%,-14,134,14,134
O=C(CC1Oc2ccccc2NC1=O)NCCCN1CCN(Cc2ccccc2)CC1 (stereo not given),7,95,88,21%,11%,21,145,-21,145
CCOc1ccc(C(=O)COC(=O)CC)cc1,x,x,x,2%,21%,-9,107,9,107
COC(=O)C(Cc1ccc(O)cc1)NC(=O)C(C)Oc1ccccc1 (stereo not given),14,93,80,28%,-6%,-12,134,12,134
CCOC(=O)C1CCN(C(=O)c2cn(-c3ccccc3)nc2-c2cccnc2)CC1,-7,84,91,-26%,0%,0,98,0,98
CC(=O)N1CCC(Nc2ccc(C)cc2)CC1,8,99,92,1%,-5%,-22,194,22,194
CCOc1ccc(NC(=O)c2nn(C)cc2Br)cc1,10,106,96,6%,0%,12,78,-12,78
Cc1cc(NC(=O)c2cc3n(n2)C(C(F)(F)F)CC(c2ccco2)N3)no1 (stereo not given),2,80,78,16%,3%,2,150,-2,150
O=C(O)CC(Cc1ccccc1)c1ccc2c(c1)OCO2 (stereo not given),10,105,94,-4%,-8%,3,117,-3,117
Cc1cccc(-c2c3c(=O)n(C)c(=O)n(C)c3cn2C2CCCCC2)c1,6,23,17,-20%,-3%,-2,156,2,156
NC(=O)c1c(NC(=O)C2CCCO2)sc2c1CCC2 (stereo not given),-11,76,87,-27%,-6%,-22,134,22,134
CCCOc1ccc(/C(O)=C2/C(=O)C(=O)N(CCCOC)C2c2cccnc2)cc1 (stereo not given),-5,102,107,-20%,-4%,x,x,x,x
COc1ccc(C(=O)Nc2cccnc2)cc1,-7,102,109,9%,-1%,-5,162,5,162
CCN(CC)c1ncnc2c1cnn2C,-2,99,101,11%,-4%,-33,153,33,153
O=S(=O)(c1cccs1)N1CN(Cc2ccccc2)c2nc3ccccc3nc21,x,x,x,-3%,2%,5,112,-5,112
CCc1ccc(-c2nc(CSCC(=O)N3CCN(c4ncccn4)CC3)c(C)o2)cc1,x,x,x,-71%,27%,8,207,-8,207
C=CCC(NCc1ccco1)c1ccc(OC)cc1 (stereo not given),6,92,86,-4%,11%,10,170,-10,170
C=CCn1c(-c2cccn(Cc3ccc(Cl)cc3)c2=O)n[nH]c1=S,x,x,x,-7%,-4%,-14,160,14,160
CCN(CC)CCNC(=O)Cn1nc(Cc2ccccc2)c2ccccc2c1=O,1,97,96,-11%,-5%,-9,95,9,95
O=C(NCCCCNC(=O)c1ccco1)c1ccco1,-17,91,108,4%,11%,-11,178,11,178
COc1ccc(OC)c(N2Cc3cc(C)c(C)cc3C2)c1,2,82,80,-39%,2%,-12,146,12,146
O=C(NCCCN1CCOCC1)c1cn(-c2ccccc2)nc1-c1cccs1,x,x,x,-52%,9%,-1,128,1,128
Cc1ccc(S(=O)(=O)NC2=C(N3CCN(c4ccccc4F)CC3)C(=O)c3ccccc3C2=O)cc1,x,x,x,-29%,13%,-10,142,10,142
Cc1oc2ccc(O)c(CN3CCOCC3)c2c1C(C)O (stereo not given),-10,89,99,x,x,-1,149,1,149
O=C(NCC1CCCO1)c1ccc(NC(=O)C2CC=CCC2C(=O)O)cc1 (stereo not given),-1,91,92,14%,-16%,-2,172,2,172
NC(=O)c1ccc(-c2ncc(-c3ccccc3)o2)cc1,x,x,x,8%,2%,-9,183,9,183
CN(CCO)c1nc(N)c2c(N)nc3c(c2c1C#N)CC(=O)N3C1CCCC1,-20,31,51,7%,5%,-10,160,9,160
CC(C)(C)c1[nH]nc2c1C(c1ccoc1)C(C#N)=C(N)O2 (stereo not given),-2,102,104,10%,-7%,-9,182,9,182
FC(F)(F)c1cc(Oc2ccc(Cl)cc2)nc(-c2ccccn2)n1,x,x,x,2%,-1%,-7,105,7,105
Nc1nc(-c2ccco2)cs1,0,94,94,2%,6%,4,143,-4,143
COc1ccc(C2C(C#N)=C(C)NC3=C2C(=O)CC(C)(C)C3)cc1 (stereo not given),16,93,77,2%,-7%,-9,37,9,37
O=C(O)[C@H]1CCC(=O)N1Cc1ccco1,x,x,x,19%,-1%,7,114,-7,114
Cc1c(N2C(=O)c3ccc(Br)cc3C2=O)c(=O)n(-c2ccccc2)n1C,10,94,84,-20%,8%,0,154,1,154
CCOC(=O)c1cc(=O)n(Cc2ccccc2C)c2ccccc12,-11,70,82,17%,-10%,-17,145,17,145
COC(=O)C1=C(C)C(c2cccs2)NC(=O)N1C (stereo not given),-25,72,97,x,x,3,175,-3,175
Cc1ccccc1-c1nc(CS(=O)CC(=O)NCCN2CCN(Cc3ccccc3)CC2)c(C)o1 (stereo not given),4,89,85,-25%,-10%,2,83,0,83
CCN(CC)CCCNC(=O)C1CCC(=O)N(c2ccc(OC)cc2)C1c1ccc(F)cc1 (stereo not given),x,x,x,-50%,-1%,-38,135,37,135
CCn1c(CSc2nc(C)cc(C)n2)nnc1SCC(=O)Nc1cccc2ccccc12,-7,86,93,-10%,-4%,0,153,1,153
Fc1ccc(NC(=S)NN=C2CCCCCC2)cc1,6,83,78,14%,-2%,-2,159,2,159
Cc1ccc(OCC(=O)NCc2ccccn2)c(Br)c1,0,88,88,6%,-19%,0,194,0,194
COc1cc(S(=O)(=O)N2CCN(c3ccccc3F)CC2)c(OC)cc1Cl,x,x,x,x,x,-18,133,18,133

# Marked active in Bcl-B TR3 displacers (from the list above):
molecule | PLAP inhibition | Bcl-B TR3 displacers | NFkB transloc pot | NFkB transloc pot cell count 2 µM
O=C(NCc1ccco1)c1c2c(nc3ccccc13)CCC2 | -49% | 16µM* | x | x
